Screening results as filed in PubChem.
ERK EGF inh = blocks ERK signaling stimulated by EGF; 130,000 tested, 0.41% active; HEK293-V1b, EGF-stimulated phospho-ERK AlphaScreen; Potency, µM (doses to about 11.5 µM), for inactives: at the highest dose activity change, negative = inhibition, usual class: inhibitors; AID 1454; active = well fitted inhibition curve with a large enough effect; inconclusive = small, poorly fitted or top-dose-only effect, or effect the other way;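 also: plate controls were stimulated vehicle wells for no effect and unstimulated vehicle basal for full effect; nearly all actives have a fitted effect of over 55% in size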
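HEK293 cells stably expressing V1b receptor, serum-reduced (1% FBS) overnight, got compound for 30 min at 37C, then 25 nM EGF for 5 min. Lysate phospho-ERK read by AlphaScreen SureFire; AC50 from Hill fits.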
The depositor's hits bear a star; ? = inconclusive; [ ] = dose if it differs, or a comment. Potency is read from the fitted curve at half-maximal effect. The list is partial; rates above refer to the full screens.

SMILES	ERK EGF inh
CCCc1nc2ccc(NC(=O)NCCC(=O)OCC)cc2c(=O)n1Cc1ccc(Cl)cc1	4.3%
COc1cccc(CNS(=O)(=O)/C=C/c2ccc(OC)c(OC)c2)c1	2.6%
O=C(N/N=C/c1ccccn1)c1sc2ccccc2c1Cl	-3.5%[57.5 µM]
Cc1ccc(N2C(=O)c3cccc4c([N+](=O)[O-])ccc(c34)C2=O)c2cccnc12	16.7%[57.5 µM]
CSc1ncccc1C(=O)OCC(=O)Nc1ccc2c(c1)OCO2	0.7%
O=C(CNS(=O)(=O)c1ccc(Br)cc1)N1CCN(c2ccc(F)cc2)CC1	0.6%
NCCCCCC(=O)O	6.1%
Cc1ccc(C)c(C(=O)COC(=O)c2cc(Cl)nc3ccccc23)c1	1.3%
COc1cccc(OCCNc2cc(N3CCOCC3)ccc2[N+](=O)[O-])c1	?
CCN(c1ccc(N=Cc2c(O)n(Cc3ccc(OC)cc3)c(=O)c3ccccc23)cc1)C(C)C	?
CCn1c(O)c(C=Nc2ccccc2)sc1=S	?
CCN1C(=O)S/C(=C/c2cn(C)c3ccccc23)C1=O	11.8%
Cc1cccc(C(=O)NCC(=O)Nc2ccc(S(=O)(=O)Nc3nc(C)cc(C)n3)cc2)c1	-3.3%
CN(C)CC1CCCCC1OC(=O)/C=C/c1ccc(Cl)cc1Cl (centres undefined)	-2.6%
Cc1cc(C)n(-c2ccc(C(=O)O)cc2[N+](=O)[O-])n1	1.7%
Oc1ccccc1C1OCC2(CO1)COC(c1ccccc1O)OC2 (centres undefined)	0.5%
COc1ccc(-c2cnnc(N/N=C/c3ccc(OC)c(OC)c3)n2)cc1	2.3%
CN(Cc1cc2ccccc2[nH]c1=O)C(=O)COc1ccccc1	3.8%[57.5 µM]
Cc1ccc(S(=O)(=O)Nc2ccccc2CNc2cccc(C)n2)cc1	-4.2%
Cc1noc(C)c1-c1cc(NCc2ccccc2)ncn1	23.5%
O=C(NCc1ccccc1)c1ccc(S(=O)(=O)Nc2cccc(C(F)(F)F)c2)cc1	-6.7%[57.5 µM]
CCOC(=O)c1c(-c2ccccc2)csc1NC(=O)c1ccc(S(=O)(=O)N2CCOCC2)cc1	8.5%
O=C(OCCCN=C1NS(=O)(=O)c2ccccc21)C1CC(=O)N(c2ccc(Cl)cc2)C1 (centres undefined)	2.1%
CCOC(=O)CCCNC(=O)COC(=O)c1cccc(F)c1	4.1%
Cn1c(N/N=C2\CCCc3ccccc32)nc2c1c(=O)n(Cc1ccccc1)c(=O)n2C	1.1%
O=[n+]1cc(-c2ccc(Br)cc2)n([O-])c2c1CCC2	7.7%
CCCNC(=O)OCCC12CC3CC(CC(C3)C1)C2	-2.3%
Cn1c(CC(=O)c2ccc(Br)cc2)[n+](C)c2ccccc21	4.1%
COc1ccc(C(C2C(=O)CC(C)(C)CC2=O)C2C(=O)CC(C)(C)CC2=O)cc1COCC(F)(F)F	7.2%
Cc1cc(C)n2c(Br)c(CSc3nc4ccccc4s3)nc2n1	4.5%
CC1=NNC(=O)C1CCC(=O)N/N=C(\C)c1ccc(Cl)cc1 (centres undefined)	-12.6%[57.5 µM]
CCN(CC)c1ccc2c(C)c(CO)c(=O)oc2c1	-1.5%
O=C(Oc1ccc(C(=S)N2CCOCC2)cc1)c1ccc(Br)cc1	-9.0%
Cc1ccc(NC(=S)NN2CCN(C)CC2)cc1	12.3%
O=C(CCS(=O)(=O)c1cccs1)Nc1ccc(C(=O)NC2CCN(Cc3ccccc3)CC2)cc1	-9.6%
CCC(=O)n1nc(-c2cccnc2)nc1NCc1ccccc1	2.7%[57.5 µM]
CC1=CC(=O)N(c2ccn(C)n2)C1=O	-3.6%[57.5 µM]
CCOC(=O)C(=O)NNc1cccc(C)c1C	1.4%
N[C@@H](C(=O)O)c1cc(O)ccc1Cl	-5.3%
COc1ccc2c(c1)O[C@H](c1ccc3c(c1)OCO3)[C@@H](OC(=O)NS(=O)(=O)c1ccc(C)cc1)C2=O	-9.3%
CN(CCO)C1=CC(=O)CC(C)(C)C1	4.4%
COc1ccc(C(=O)N/C(=C\c2cc(OC)c(OC)cc2[N+](=O)[O-])C(=O)NCC(=O)O)cc1	-2.6%
CC(/C=N/NC(=O)c1cccs1)=C\c1ccco1	13.6%
Cc1ccn2c(=O)c(C(=O)O)cnc2c1	-15.8%[57.5 µM]
Cc1cccc(NC2=NCC(=O)N2Cc2cccs2)c1	-11.9%
COc1ccc(NC(=O)C2=CCN(S(=O)(=O)c3ccccc3)CC2)cc1OC	-12.0%[57.5 µM]
CCn1cc(CN2CCN(Cc3cccc(OC)c3)C(CCO)C2)c(C)n1 (centres undefined)	-6.9%
Cn1cccc1C(=O)N1CCC2(CC1)CN(c1ccccn1)C2	0.8%
O=C(COC(=O)c1cc([N+](=O)[O-])ccc1NCCO)c1ccc(Cl)cc1	-1.2%
COC(=O)c1ccc(CO/N=C/c2ccc(OC)cc2)o1	5.1%
Cc1nn(-c2ccccc2)c(Cl)c1/C=N/NS(=O)(=O)c1ccc(Br)cc1	-0.1%
Cc1ccc(C(=O)O)cc1-n1c(C)cc(C=O)c1C	10.9%
NS(=O)(=O)c1cc(C(=O)OCC(=O)Nc2ccccc2[N+](=O)[O-])ccc1Cl	-4.2%
CC(C)(C)c1cc(C(=O)NNc2cccc(Cl)c2)n(Cc2ccccc2)n1	?
Cc1ccc2c(C)nc(/N=C(\N)NC(=O)N3c4ccccc4Sc4ccccc43)nc2c1	-10.4%
COCCNC(=O)NC12CC3CC(CC(C3)C1)C2	1.3%
O=C(CCSc1nnc(-c2ccco2)o1)Nc1ccc(F)cc1	2.7%
C=CCSc1cc(C)nc2c(-c3ccccc3)cnn12	-3.1%[57.5 µM]
Nc1ccc2[nH]ncc2c1	5.7%[57.5 µM]
Cc1ccc(S(=O)(=O)N2CCN(C(C(=O)Nc3ccc(F)cc3)c3ccccc3)CC2)cc1 (centres undefined)	-9.2%

Remaining list, next part
SMILES	ERK EGF inh
COc1ccc(/C=C/C(=O)c2ccccn2)cc1	2.1%
CN(C)CCCNS(=O)(=O)c1ccc(Cl)s1	2.6%
O=S(=O)(c1cccs1)N1CCN(c2ncccn2)CC1	1.7%
CCN(CC)CCNC(=O)c1cc(Br)c(N)cc1OC	-2.5%
Cc1cc(C(=O)Nc2ccc(Cl)cc2)c(C)n1-c1ccccc1	?
CCCCOc1ccc(/C=C/C(=O)NC2=Nc3ccccc3NC(C)=C2C(=O)OCC)cc1OC	6.4%
C=CCn1c(COc2ccc(OC)cc2)nnc1SCn1nnc2ccccc2c1=O	7.1%
Cc1ccccc1C(=O)NC1CCN(Cc2nnnn2C2CCCC2)CC1	0.9%
CCNc1nc(NCC)n2c(SCC(=O)NC34CC5CC(CC(C5)C3)C4)nnc2n1	-4.4%
COCCCN1CN(Cc2ccccc2)CNC1=S	4.7%
O=C(O)/C=C/c1cccc(NC(=O)c2ccccc2)c1	-0.7%[57.5 µM]
Nc1nc(N)c(N=Nc2ccc(Cl)cc2)c(=O)[nH]1	-3.6%
O=C(c1ccccc1)N(Cc1nc2ccccc2c(=O)[nH]1)C1CCCC1	1.3%
CNC(=S)NC12CC3CC(CC(C3)C1)C2	-1.7%
O=C(O)c1cccc(-c2nnn(Cc3ccccc3Cl)n2)c1	2.6%
CCCCC(=O)NC(=S)Nc1nnn(CCC)n1	14.7%
CC(C)(C)c1ccc(-c2noc(C(=O)NN)n2)cc1	0.0%[57.5 µM]
COc1ccc(NC(=O)c2nn(C34CC5CC(CC(C5)C3)C4)cc2[N+](=O)[O-])cc1	2.4%
COc1cccc([C@@H]2Oc3ccc(OC)cc3C(=O)[C@H]2OC(=O)NS(=O)(=O)c2ccc(C)cc2)c1	-5.1%
O=C(CNC(=O)c1cccc(OC(F)F)c1)OCC(=O)c1ccccc1	8.4%
COC(=O)Cc1c(C(=O)OC)nnn1-c1cccc(C(F)(F)F)c1	8.3%
COc1cccc(NC(=O)c2ccccc2C(F)(F)F)c1	2.0%
CN=C(Nc1ccc(C(=O)OC)s1)c1ccccc1	1.1%[57.5 µM]
Cn1ncnc1SCc1cn2cccnc2n1	0.5%
CCn1ccnc1CNC(=O)CC1C(=O)NCCN1Cc1ccc(OC)cc1OC (centres undefined)	35.8%[57.5 µM]
CCSc1nnc(-c2ccccc2SC)o1	-7.1%
O=C(COC(=O)C(O)C(O)C(=O)OCC(=O)c1ccc(C(F)(F)F)cc1)c1ccc(C(F)(F)F)cc1 (centres undefined)	7.9%[57.5 µM]
COc1ccc(/C=C2\SC(=S)N(NC(=O)c3ccncc3)C2=O)cc1OC	-8.0%
Cc1ccnc(SCC(=O)c2cc3ccccc3o2)n1	-2.9%
O=c1c2cnn(-c3ccccc3)c2ncn1CCc1ccccc1	-6.3%
O=C(O)c1ccccc1C(=O)Nc1ccc(-n2nc(C(F)(F)F)cc2C(F)(F)F)cc1	-12.9%[57.5 µM]
Cc1csc(NC(=O)CCNC(=O)c2ccc([N+](=O)[O-])cc2)n1	-7.5%
S=C(NCCc1ccccc1)Nc1ccc(Br)cc1	-5.6%
CC(=O)Nc1ccc(C(=O)Nc2nc(-c3cccnc3)cs2)cc1	2.1%
COc1ccc(C(=O)NNC(=O)Nc2ccc(C)cc2)cc1	-0.1%
O=C(NCc1cccnc1)c1ccc(COc2ccccc2Cl)o1	-1.7%
COCCOC(=O)C1=C(N)OC2=C(C(=O)CC(C)(C)C2)C1c1ccncc1 (centres undefined)	2.6%
Cc1ccc(OCC(=O)c2cc(C)n(C)c2C)c([N+](=O)[O-])n1	3.7%
COc1ccc([N+](=O)[O-])c(S(=O)(=O)c2ccccc2)n1	?
O=C(Nc1ccc(N2CCOCC2)cc1)Nc1ccc2nc(-c3ccco3)c(-c3ccco3)nc2c1	-1.4%
Cc1ccc2cc(C3CC(c4cccs4)=NN3S(C)(=O)=O)c(Cl)nc2c1 (centres undefined)	-4.8%[57.5 µM]
CC(=O)NC(CSc1cc(C)nc2ccc(Br)cc12)C(=O)O (centres undefined)	-10.6%[57.5 µM]
Cc1ccc(CN2CCc3c(OCC(=O)Nc4cccc(C)c4C)cccc3C2=O)cc1	1.3%
CCN(CC)c1cc(-c2ccccc2)ncn1	6.4%
O=C(Nc1cccc2c1C(=O)NC2=O)c1ccc(N2C(=O)CCC2=O)cc1	-2.5%
Cc1ccc(S(=O)(=O)C2C(=O)NC3(C)CC2c2ccccc2O3)cc1 (centres undefined)	6.2%
CCCn1c(SCc2nc(N)nc(N3CCCCC3)n2)nc2c1c(=O)n(C)c(=O)n2C	9.4%
Cc1[nH]ccc(=O)c1OCC(=O)O	13.8%[57.5 µM]
Cc1ccc(-n2cc(CNCC3CC(=O)N(C4CC4)C3)c(-c3cccc(C)c3)n2)cc1 (centres undefined)	-1.7%[57.5 µM]
COc1ccccc1OCCn1cc(C#N)c2ccccc21	3.9%
O=C(CCCO)N/N=C/c1cc(Br)ccc1O	-7.1%
Cn1nc(-c2ccccc2)c(CN2CCN(c3ncccn3)CC2)c1Cl	1.4%
CCOc1ccc(C(=S)N2CCCC2)cc1OC	-8.6%
O=C(CCCOc1ccccc1)Nc1ccc(Cl)cn1	-4.8%
CCc1cc(=O)oc2cc(C)cc(OCC(=O)C(C)(C)C)c12	-2.9%
OCC1(Cc2ccc(Cl)cc2)CCN(Cc2ccc(F)c(F)c2)CC1	6.3%[57.5 µM]
O=C(c1ccc(OC2CCN(CCc3ccccc3)CC2)cc1)N1CCCC(O)C1 (centres undefined)	14.8%
COc1ccc(Cc2nnc(NC(=O)C(C)C)s2)cc1	-1.5%[57.5 µM]
COc1cc(O)cc(O)c1C(=O)/C=C/c1ccccc1	-13.8%[57.5 µM]
CCNC(=O)NC(=O)C(C)OC(=O)CCCc1nc2ccccc2s1 (centres undefined)	7.0%

More structures:
SMILES	ERK EGF inh
Cc1cccc(NC(=O)c2ccc(NCCc3ccccc3)c([N+](=O)[O-])c2)c1	5.8%
CCOC(=O)C1(Cc2ccc(Cl)cc2)CCN(C(=O)c2ccoc2)CC1	-6.8%
NCCS(=O)(=O)NC1CCCCC1	19.3%
NC(=O)c1ccc(-n2nc(C(F)(F)F)c3c2CCCC3)cc1	3.2%
COc1ccc2nc(SCC(=O)NC3CCCc4ccccc43)[nH]c2c1 (centres undefined)	-2.0%
CC(=O)c1c(C)nc2ccc(C)cc2c1-c1ccccc1	10.2%
CCc1nn(CCCN2CCN(c3cccc(Cl)c3)CC2)c(=O)n1CCOc1ccccc1	-11.0%[57.5 µM]
COc1ccc(NC(=O)c2cccs2)cc1	3.4%
N#Cc1cccc(NC(=O)COC(=O)c2ccc3c(=O)n4c(nc3c2)CCC4)c1	-1.1%
O=C(CN1CCOCC1)NN=C(c1ccccc1)c1ccccc1	-21.5%[57.5 µM]
COc1ccc2c(CC(=O)Nc3ncc(C)s3)coc2c1	-0.9%
Cc1nn(Cc2ccccc2)c(Cl)c1/C=C/C(=O)OC(C)C(=O)N1CCCC1 (centres undefined)	-1.5%
